Source: PubChem
BioA inh: M. tuberculosis BioA enzyme inhibitors, primary screen, biochemical, plate reader, single point, HTS | hit rate 0.096% among 360,000 | 7,8-diaminopelargonic acid synthase BioA (Mycobacterium tuberculosis) | purified M. tuberculosis BioA enzyme | AID 602481, 2012 | inhibition, % at 9.99 µM; in the data active means inhibition above about 40%; inconclusive means no clear call, values can overlap the other calls
Mtb UGM inh: M. tuberculosis UGM enzyme inhibitors, primary screen, biochemical, fluorescence polarization, single point | AID 504406, 2011 | hit rate 0.06% among 320,000 | purified UGM, fluorescence polarization probe displacement | inhibition, % at 10 µM; in the data active means inhibition above about 10%, passing the limit was not always enough; inconclusive means no clear call, values can overlap the other calls
Yp Topo-I inh: Yersinia pestis topoisomerase I inhibitors, primary screen, biochemical, cleavage product accumulation, plate reader, single point. activity, % at 10 µM. hit rate 0.064% among 360,000. Y. pestis Topo-I cleavage product accumulation. DNA topoisomerase I (Yersinia pestis CO92); in the data active means activity above about 50%, passing the limit was not always enough; inconclusive means no clear call, values can overlap the other calls; further: inactives centre near 2
FBA Mtb inh: Mtb FBA enzyme inhibitors, primary screen, biochemical, fluorescence, strain H37Rv | Fructose-bisphosphate aldolase (Mycobacterium tuberculosis (strain ATCC 25618 / H37Rv)), … | purified M. tuberculosis FBA, fluorescence read-out | inhibition, % at 1 µM | hit rate 2.3% among 360,000 | AID 588726, 2011; in the data active means inhibition above about 27%;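 further: 0% = vehicle and 100% = reference inhibitor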
BH1578 lux ind: inducers of Vibrio cholerae quorum light production without autoinducers, primary screen, BH1578 luxS cqsA deficient, single point; V. cholerae BH1578 lux reporter, luminescence, 6 h; activation, % at 18.7 µM; AID 588436, 2011; hit rate 0.16% among 350,000; in the data active means activation mostly above about 9.7%, no sharp cut-off; inconclusive means no clear call, values can overlap the other calls; inactive means mostly below about 3.7%; further: not every result past the cut was called active; inactives centre near 0; reference of the scale not given here
PfHsp40 yeast: rescue of yeast from PfHsp40 toxicity, primary screen, S. cerevisiae, ATP luminescence; hit rate 0.68% among 340,000; S. cerevisiae expressing PfHsp40, growth rescue; AID 504582, 2011; growth rescue, % at 12.5 µM; in the data active means growth rescue above about 28%, passing the limit was not always enough; inconclusive means no clear call, values can overlap the other calls;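 further: yeast W303a lacking pdr1 and pdr3 grown in galactose medium; growth measured after three days at 30 °C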
GDH-TPI counter: GDH-TPI coupling enzyme inhibitors, primary screen, artefact control for M. tuberculosis FBA inhibitor project, biochemical, absorbance, full deck; GDH-TPI coupled enzyme counterscreen, NADH absorbance; inhibition, % at 4.8 µM; hit rate 1.2% among 360,000; in the data active means inhibition above about 30%;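 further: 0% = DMSO wells and 100% = wells lacking the enzyme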
FadD28 binding: inhibitors of FadD28 bisubstrate probe binding, primary screen, biochemical, fluorescence polarization, single point; Mycobacterium tuberculosis FadD28 fatty-acid-AMP ligase; inhibition, % at 12.5 µM; hit rate 0.22% among 360,000; in the data active means inhibition above about 8.5%, passing the limit was not always enough; inconclusive means no clear call, values can overlap the other calls
TcdB inh: TcdB glycohydrolase inhibitors, primary screen, biochemical, single point, plate reader; AID 652162, 2013; TcdB glycohydrolase enzymatic assay; inhibition, % at 9.99 µM; hit rate 0.24% among 350,000; Toxin B (Clostridioides difficile), P18177; in the data active means inhibition above about 10%
Target sequence (P18177 whole entry, looked up): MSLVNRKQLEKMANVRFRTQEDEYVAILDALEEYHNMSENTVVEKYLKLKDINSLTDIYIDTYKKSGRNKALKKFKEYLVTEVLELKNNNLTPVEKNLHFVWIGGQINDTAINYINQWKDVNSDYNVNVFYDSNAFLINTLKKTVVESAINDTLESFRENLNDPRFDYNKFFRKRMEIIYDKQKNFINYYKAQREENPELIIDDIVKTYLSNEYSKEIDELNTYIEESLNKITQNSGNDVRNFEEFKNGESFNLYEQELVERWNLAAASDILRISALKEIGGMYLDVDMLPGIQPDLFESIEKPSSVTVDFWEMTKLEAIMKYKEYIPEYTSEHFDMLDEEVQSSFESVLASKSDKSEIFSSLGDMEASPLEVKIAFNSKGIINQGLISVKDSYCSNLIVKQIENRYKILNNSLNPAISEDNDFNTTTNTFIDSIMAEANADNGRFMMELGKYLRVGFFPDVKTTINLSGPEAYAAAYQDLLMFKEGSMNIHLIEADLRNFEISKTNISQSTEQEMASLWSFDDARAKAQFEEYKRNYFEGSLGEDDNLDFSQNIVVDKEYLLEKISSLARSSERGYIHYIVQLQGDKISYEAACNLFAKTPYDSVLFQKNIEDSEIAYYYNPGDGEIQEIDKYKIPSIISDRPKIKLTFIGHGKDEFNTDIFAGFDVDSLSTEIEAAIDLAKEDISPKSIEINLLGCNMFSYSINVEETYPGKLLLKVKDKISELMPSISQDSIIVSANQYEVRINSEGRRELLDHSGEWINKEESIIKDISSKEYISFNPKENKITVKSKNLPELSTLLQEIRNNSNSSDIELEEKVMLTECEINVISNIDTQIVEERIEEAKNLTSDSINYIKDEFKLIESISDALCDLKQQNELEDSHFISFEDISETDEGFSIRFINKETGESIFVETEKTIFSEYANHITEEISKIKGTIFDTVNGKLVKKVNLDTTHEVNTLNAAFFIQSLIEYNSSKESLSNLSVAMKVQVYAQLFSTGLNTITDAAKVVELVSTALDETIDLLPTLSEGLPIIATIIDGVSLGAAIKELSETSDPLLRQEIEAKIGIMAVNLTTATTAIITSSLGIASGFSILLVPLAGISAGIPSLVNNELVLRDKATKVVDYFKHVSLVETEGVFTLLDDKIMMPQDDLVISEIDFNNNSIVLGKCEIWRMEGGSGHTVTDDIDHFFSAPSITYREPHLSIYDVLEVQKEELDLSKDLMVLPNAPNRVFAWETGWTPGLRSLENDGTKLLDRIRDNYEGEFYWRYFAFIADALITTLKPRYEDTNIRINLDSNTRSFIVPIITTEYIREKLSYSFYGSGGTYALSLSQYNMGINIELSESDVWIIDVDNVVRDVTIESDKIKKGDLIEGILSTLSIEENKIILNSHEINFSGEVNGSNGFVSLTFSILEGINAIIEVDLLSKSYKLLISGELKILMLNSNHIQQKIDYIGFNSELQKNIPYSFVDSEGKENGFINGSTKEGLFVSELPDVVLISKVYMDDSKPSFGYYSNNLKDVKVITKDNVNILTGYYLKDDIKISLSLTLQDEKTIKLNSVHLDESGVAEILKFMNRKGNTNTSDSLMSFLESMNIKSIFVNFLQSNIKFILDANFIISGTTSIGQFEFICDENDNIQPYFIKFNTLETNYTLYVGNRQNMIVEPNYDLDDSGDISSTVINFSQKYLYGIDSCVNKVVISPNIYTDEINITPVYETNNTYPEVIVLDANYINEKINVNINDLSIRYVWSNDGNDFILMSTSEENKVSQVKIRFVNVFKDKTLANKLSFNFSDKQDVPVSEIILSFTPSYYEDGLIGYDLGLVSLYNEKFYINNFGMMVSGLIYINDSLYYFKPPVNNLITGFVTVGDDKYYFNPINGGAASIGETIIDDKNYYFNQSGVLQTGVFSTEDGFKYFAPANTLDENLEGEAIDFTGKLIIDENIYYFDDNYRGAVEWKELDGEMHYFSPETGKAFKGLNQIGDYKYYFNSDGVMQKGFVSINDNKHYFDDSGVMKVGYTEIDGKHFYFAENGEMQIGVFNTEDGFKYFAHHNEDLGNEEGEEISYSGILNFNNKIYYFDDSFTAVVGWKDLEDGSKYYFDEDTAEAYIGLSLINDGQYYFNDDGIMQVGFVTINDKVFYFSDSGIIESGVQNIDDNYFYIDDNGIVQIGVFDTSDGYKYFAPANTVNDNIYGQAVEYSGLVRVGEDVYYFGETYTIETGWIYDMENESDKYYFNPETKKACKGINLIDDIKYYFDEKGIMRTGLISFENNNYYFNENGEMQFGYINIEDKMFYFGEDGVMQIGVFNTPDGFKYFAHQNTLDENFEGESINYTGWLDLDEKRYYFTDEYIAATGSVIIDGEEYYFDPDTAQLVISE
Numbers without * were called inactive; i = inactive; u = inconclusive; x = not tested or not shown.

SMILES	BioA inh	Mtb UGM inh	Yp Topo-I inh	FBA Mtb inh	BH1578 lux ind	PfHsp40 yeast	GDH-TPI counter	FadD28 binding	TcdB inh
CCCn1c(SCC(=O)NC2CCCC2)nnc1-c1ccccn1	-0.9	1.5	0.2	0.1	0.2	0.0	7.6	-1.3	0.4
Cc1onc(-c2ccccc2Cl)c1C(=O)Nc1ccc(S(=O)(=O)N2CCCC2)cc1	-1.3	1.3	3.1	5.7	-0.6	0.0	10.1	-2.2	1.5
Cc1nnc(NC(=O)C(c2ccccc2)c2ccccc2)s1	-1.9	4.5	2.6	-3.4	i	0.4	-8.3	-5.0	-2.2
Cc1cccc(C(=O)Nc2ccccc2C(=O)NCc2cccnc2)c1	0.8	2.8	6.5	3.4	i	-0.9	0.8	-1.3	0.3
CC(OC(=O)[C@H](C)NC(=O)c1ccccc1Cl)C(=O)NCc1ccc2c(c1)OCO2 (stereo partly specified)	x	-2.7	-8.1	4.5	i	0.1	13.4	-1.3	1.6
CCN(CC(=O)NCc1cccs1)C(=O)c1ccc(OC)c(S(=O)(=O)N2CCOCC2)c1	x	1.8	0.3	0.6	-17.1	-0.9	5.2	3.3	-0.4
CCOC(=O)c1cnc2ncnn2c1N	x	-1.5	2.1	1.0	-0.4	0.4	-5.8	-2.3	x
Cc1ccccc1N1C(=O)c2cccc([N+](=O)[O-])c2C1=O	x	x	-1.9	0.3	-1.1	-1.0	3.4	-1.7	0.6
O=C1CCC(=O)N1c1nc2nc(-c3ccccc3)cc(-c3ccccc3)n2n1	0.9	1.5	29.2	66.5*	0.9	-0.4	22.9	0.1	x
COc1ccc(CCNC(=O)Cn2cnc3c(cnn3C(C)(C)C)c2=O)cc1OC	2.6	-1.2	4.3	-1.6	x	-1.1	1.9	1.5	x
Oc1ccc(Br)cc1-c1cc(-c2ccccc2F)[nH]n1	-0.4	-3.2	1.5	-3.0	-0.2	-0.7	15.8	-5.3	x
CC(=O)Nc1ccc(S(=O)(=O)N2CCC(C(=O)NC3CC3)CC2)cc1	0.4	-1.2	-0.9	-4.4	0.4	-2.1	-6.0	-3.2	2.0
O=c1cc(-c2cccc(F)c2)[nH]c2ccccc12	2.6	3.0	0.3	1.8	-11.1	0.7	15.0	-1.4	0.3
c1ccc2oc(Cc3ccc(Cc4nc5ccccc5o4)cc3)nc2c1	-0.2	4.6	21.7	-4.8	i	-0.3	-2.8	-2.4	x
COc1ccc2c(c1)c(C(C)=O)c(C)n2CCc1ccc(OC)c(OC)c1	7.9	1.8	11.2	1.2	-1.9	0.8	15.9	-2.5	0.4
COc1ccc2nc(C)cc(N3CCN(S(=O)(=O)c4ccccc4F)CC3)c2c1	-0.7	-2.4	19.1	0.3	-2.1	1.1	3.5	-1.4	2.5
CC(CCc1ccccc1)NC(=O)COC(=O)c1cc(NS(=O)(=O)c2ccc(Cl)c([N+](=O)[O-])c2)ccc1O (stereo unspecified)	x	-0.6	7.2	-6.5	0.1	0.7	7.5	-1.7	x
Cc1nnc(NC(=O)c2cc(S(=O)(=O)N3CCCCC3)ccc2Cl)s1	-0.8	-1.3	5.7	1.4	-0.6	2.0	-3.5	1.9	1.7
Cc1ccc(S(=O)(=O)N2CCC(NC(=O)c3cccc(F)c3)CC2)cc1	-0.5	0.8	-0.9	10.9	-0.7	-0.5	16.3	u	0.6
Clc1ccc(OCc2noc(-c3ccsc3)n2)c(Cl)c1	x	1.0	9.7	0.8	-0.2	0.8	1.6	-1.0	4.0
CCN(CC(=O)Nc1ccc(NC(C)=O)cc1)C(=O)c1c(-c2c(F)cccc2Cl)noc1C	-2.5	0.0	0.4	0.2	-0.1	0.2	0.7	-2.2	0.2
COCCN(C(=O)c1ccc(-c2ccc(Cl)cc2)o1)c1c(N)n(CC(C)C)c(=O)[nH]c1=O	4.3	-5.1	14.5	2.4	i	1.2	19.8	-0.1	1.8
CCC(=O)Nc1nnc(-c2ccc(OC)cc2)o1	-0.5	0.3	-2.2	-1.8	-0.1	-0.4	3.8	-1.3	1.5
CC(=O)c1ccc(N(C(=O)Cn2nnc(-c3ccccc3)n2)C(C(=O)NC2CCCCC2)c2ccccn2)cc1 (stereo unspecified)	-0.2	7.2	8.9	0.2	i	-0.5	-0.7	-4.6	x
Cc1ccc(C(=O)NCCc2ccc(S(N)(=O)=O)cc2)cc1[N+](=O)[O-]	x	0.3	-4.3	-7.5	-0.5	0.4	-0.6	-0.1	0.9
Cc1ccc(S(=O)(=O)N2CCCOC2CNC(=O)C(=O)NC2CCCCC2)cc1 (stereo unspecified)	x	1.3	-5.7	-1.1	-0.2	1.2	-5.2	-3.0	0.5
CC(C)(C)NC(=O)NC(=O)CSc1n[nH]c(-c2ccccc2Br)n1	x	1.2	2.2	-0.2	i	0.3	-1.3	-0.9	0.6
CCc1ccc(N2CC(C(=O)Nc3ccc(S(=O)(=O)N4CCOCC4)cc3)CC2=O)cc1 (stereo unspecified)	x	2.5	14.0	2.1	17.1	0.0	5.2	-0.1	2.9
COc1ccc(NC(=O)CN2CCc3ccccc3C2)cc1	-0.4	x	-2.8	5.1	-0.3	-0.6	13.0	-0.2	-0.2
CC(C)N(C(=O)CSc1nnc(-c2ccc3c(c2)OCO3)n1C)C(C)C	x	-4.5	-12.8	-4.9	i	0.2	-4.7	-1.6	-0.1
O=C(Nc1nc(-c2cc(Cl)sc2Cl)cs1)c1ccc(Br)s1	-1.2	1.4	-2.6	2.1	-5.3	-0.1	8.0	-1.4	x
O=S(=O)(c1ccc2ccccc2c1)N1CCN(CCO)CC1	-3.5	-0.9	9.3	1.3	i	0.3	0.4	-0.9	-0.3
CCCC[N+]12CCC(CC1)C(=C(c1ccccc1)c1ccccc1)C2	x	-1.3	4.5	3.2	-0.3	0.9	-4.0	0.3	-4.0
O=C(Nc1nnc(C2CC2)s1)c1cccnc1Oc1ccc(Cl)cc1	-0.6	-0.1	10.7	1.5	-0.3	2.1	-3.4	-0.7	2.3
Cc1ccc(NC(=O)Cn2nnc(C(=O)Nc3ccc(C)c(C)c3)c2N)cc1	x	-0.1	1.2	-0.5	-0.7	0.5	7.3	1.1	x
COCCCNC(=O)c1ccc(C(=O)NCCCOC)cc1	-1.6	2.0	2.3	3.0	i	-1.1	5.6	1.1	x
COCCn1c(SCC(=O)N2CCCCCC2)nc2c(c1=O)SCC2	3.1	0.6	2.6	-1.3	-0.1	-0.9	14.5	0.0	0.6
O=C(Nc1sc2c(c1C(=O)O)CCCC2)c1ccc(F)cc1	1.3	-1.0	-20.4	-4.5	-0.4	-2.0	5.6	1.2	9.0
OCCCCNCc1ccc(OCc2ccc(Cl)cc2Cl)cc1	0.2	-1.2	1.1	-3.2	-2.2	-0.2	-10.2	-8.8	1.0
O=C(O)CSc1nnc(NC(=O)c2ccc3c(c2)OCO3)s1	x	1.0	-8.2	0.0	0.0	-1.3	10.8	-3.0	1.2
Cn1c(=O)c2[nH]c(NN=Cc3ccc(F)cc3)nc2n(C)c1=O	-1.0	x	-4.3	-0.8	2.7	0.0	28.9	-3.2	0.0
COC(=O)c1ccc(Oc2cc(C)nc(SC)n2)cc1	-1.2	2.5	-0.7	-2.4	-1.3	0.1	2.2	-1.2	x
O=c1c(C(c2ccc(F)cc2)c2c(O)nc3n(c2=O)CCS3)c(O)nc2n1CCS2	x	0.5	3.2	-0.1	-0.3	0.0	-4.4	-2.1	-0.2
CC(C)NC(=O)CSc1nc(N)c(NC(=O)c2ccco2)c(=O)[nH]1	-0.1	2.9	3.4	2.1	i	0.0	7.0	-0.5	0.0
O=C(COc1ccc2c3c(c(=O)oc2c1)CCC3)N1CCN(c2ccccc2)CC1	0.6	-5.5	10.1	9.0	0.9	-1.0	9.6	0.1	2.3
Cc1ccc(C(=O)CCC(=O)NC2CCCC(C)C2C)cc1 (stereo unspecified)	-2.0	-2.2	11.1	-3.1	-0.6	-0.1	-7.3	-1.3	-0.1
N#Cc1ccsc1NC(=O)CN1CCN(c2ccc(O)cc2)CC1	1.1	0.5	-10.9	0.0	-0.2	-1.0	-3.4	-4.3	x
CC(C(=O)Nc1ccccc1C(=O)N1CCOCC1)N(c1ccccc1)S(C)(=O)=O (stereo unspecified)	-0.7	-1.0	5.2	0.6	-3.4	-0.7	-0.4	0.6	x
CCCCOc1ccc(C(=O)NCC(=O)N2CC(C)OC(C)C2)cc1 (stereo unspecified)	0.3	x	-0.3	-2.6	-1.4	0.3	10.0	-3.8	2.1
CN1CC(=O)N(CCOc2ccccc2)C1=O	-1.2	3.3	-2.2	19.6	-1.4	0.8	-5.0	-3.1	0.8
CCc1cc(-c2[nH]ncc2-c2ccc(OC)cc2)c(O)cc1O	4.4	-3.7	-9.5	0.7	-0.5	2.2	-0.3	0.8	5.4
Cc1ccccc1N1CC(C(=O)N2CCc3ccccc32)CC1=O (stereo unspecified)	1.6	0.3	3.1	-0.2	0.0	0.5	4.6	0.6	1.3
CC1=NOC(=O)/C1=C/c1ccc(-c2ccc(Cl)cc2)o1	3.5	-1.0	2.2	-3.2	-0.7	-0.7	12.5	0.2	x
CC12CNCC(C)(CN(C(c3ccccc3)c3ccccc3)C1)C2	x	2.0	5.7	3.3	1.1	-1.8	3.2	-3.1	x
Oc1ccc[n+](CCCCC[n+]2cccc(O)c2)c1	-0.3	0.6	1.7	1.2	-0.4	-0.1	-11.1	-4.0	-0.4
CCCCNS(=O)(=O)/C=C/c1ccccc1	0.7	-0.4	-3.5	-2.8	i	-0.7	0.7	-5.1	x
CC1(C)Cc2ccccc2-c2nc(NCCO)n(-c3ccccc3)c(=O)c21	0.5	1.7	5.6	173.3*	-0.5	-1.7	18.2	0.2	x
CC1(C)Cc2cccc(OCC(O)CN3CCN(c4ccccn4)CC3)c2O1 (stereo unspecified)	-0.3	x	29.1	-0.1	i	-0.4	-2.2	-2.6	x
COc1ccccc1CNC(=O)c1sccc1C	-1.2	0.1	9.0	0.3	i	0.7	0.4	-2.9	0.7
COc1ccc(N(CC(=O)N2CCN(c3cccc(Cl)c3)CC2)S(=O)(=O)c2c(C)noc2C)cc1	-1.2	3.7	32.9	-0.1	-3.8	8.6	1.7	-1.9	1.9
C=CCN(CC=C)C(=S)Nc1ccc2nsnc2c1	0.6	0.8	4.9	-1.0	-0.2	-0.9	1.3	-4.2	-1.4
CCOC(=O)N1CCC(NCc2c(C(=O)N(C)Cc3ccccc3)nc3ccccn23)CC1	x	-0.3	20.2	2.8	-0.3	u	8.1	-1.0	0.2
Cc1cccc(N2CC(C(=O)NCCC3=CCCCC3)CC2=O)c1C (stereo unspecified)	0.0	2.8	15.7	3.4	-5.6	-1.7	6.3	-2.0	-7.8

Only BH1578 lux ind and BioA inh (four entries from above):
Molecule | BH1578 lux ind | BioA inh
COc1ccccc1CNC(=O)c1sccc1C | i | -1.2
COc1ccc(N(CC(=O)N2CCN(c3cccc(Cl)c3)CC2)S(=O)(=O)c2c(C)noc2C)cc1 | -3.8 | -1.2
C=CCN(CC=C)C(=S)Nc1ccc2nsnc2c1 | -0.2 | 0.6
CCOC(=O)N1CCC(NCc2c(C(=O)N(C)Cc3ccccc3)nc3ccccn23)CC1 | -0.3 | x
